aSyn tox rescue = rescues yeast growth from alpha-synuclein toxicity | S. cerevisiae alpha-synuclein toxicity rescue, BacTiter-Glo growth, 24 h | Potency, µM (highest dose often 46.1 µM), without a hit: top-dose growth rescue (activation), usual class: activators | hit rate 0.02% among 94,000; active = well fitted activation curve with a large enough effect; also: 0% is about no effect
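Growth restoration measured by BacTiter-Glo luminescence after 24 hr at 30 deg C; alpha-synuclein yeast, raffinose-pregrown to mid-log, were added at OD600=0.02 in galactose medium onto pinned compounds.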
Active calls of the source: *; [ ] = remark or other dose. Potency is read from the fitted curve at half-maximal effect.

SMILES | aSyn tox rescue
CC(=O)c1cc(-c2ccc(F)cc2)n(CC(=O)NCc2ccc(C)cc2)c1C | 4%
O=C(CN1C(=O)C(c2ccc(F)cc2)=NC12CCCC2)Nc1ccc(F)cc1 | -8%
O=Cc1ccc(C(=O)OCC(=O)Nc2ccc(F)cc2F)cc1 | 1%
O=C(NCCc1ccccc1)C(=O)NCC1OCCN1S(=O)(=O)c1cc(F)ccc1F (stereo unspecified) | 0%
Cc1c(C(=O)NC2CCN(Cc3ccccc3)C2)oc2ccc(Br)cc12 (stereo unspecified) | 7%
COc1cccc(NC(=O)C2CCCN2S(=O)(=O)c2ccc3c(c2)n(C)c(=O)c(=O)n3C)c1 (stereo unspecified) | -13%
O=C(CCn1cnc2onc(-c3ccc(F)cc3)c2c1=O)N1CCN(c2cccc(Cl)c2)CC1 | 24%
Cc1ccc(CNC(=O)CN(c2cccc([N+](=O)[O-])c2)S(C)(=O)=O)cc1 | 7%
CCc1nn(CCCC(=O)NCc2ccc(OC)c(OC)c2)c(=O)c2cc3occc3n12 | 1%
COc1cc(CC(=O)Nc2ccccc2N2CCOCC2)cc(OC)c1OC | -5%
COc1ccc(CNC(=O)c2cc3cc4cc(OC)ccc4nc3o2)cc1 | -6%
Cc1ccc(N(C(=O)Cc2cccs2)C(C(=O)NCC2CCCO2)c2ccncc2)cc1 (stereo unspecified) | 4%
COc1ccc(C2=C(Nc3ccccc3)c3ccccc3C2=O)cc1 | -4%
CC(C)CCNC(=O)c1cc(-c2ccc(Br)s2)nc2ccccc12 | -6%
COCC(=O)N(C)[C@H]1C[C@H]2c3[nH]c4ccccc4c3CCN2C(=O)[C@H]1[C@H](C)O | -6%
CCCOc1ccc(-c2nn(-c3ccccc3)cc2C2NC(=O)NC(C)=C2C(=O)OC(C)C)cc1 (stereo unspecified) | 2%
Cc1cccc(C(=O)Nc2ccc(C(=O)N/N=C/c3ccc4c(c3)OCO4)cc2)c1 | -7%
CC(C)(C)CCN1CCC(CN2CCNC2=S)CC1 | -7%
COc1ccc(CCNC(=O)c2cc3n(n2)CCCN(Cc2ccc(C)cc2)C3=O)cc1OC | -5%
Cc1cccc(Cn2nnc3c(=O)[nH]c(C4CCN(C(=O)c5ccc(F)cc5)CC4)nc32)c1 | -9%
O=C(NC1CCN(Cc2ccccc2)CC1)C1CCN(S(=O)(=O)c2ccccc2)CC1 | -6%
CCc1ccc(NC(=O)c2ccc3[nH]c(C)c(C)c3c2)cc1 | -24%
CC[C@@H](C)[C@@H](C(=O)Nc1ccc(C)cc1)N1Cc2ccccc2C1=O | 27%
COC(=O)C1(C)NC(c2ccc(OC)cc2)C2C(=O)N(c3ccccc3)C(=O)C21 (stereo unspecified) | -4%
Cc1cc(C)nc(/N=C(\N)Nc2ccccc2-c2ccccc2)n1 | 7%

(cont.)
SMILES | aSyn tox rescue
CCC(Nc1ccc(-c2nc(-c3cccnc3)no2)cc1[N+](=O)[O-])c1ccccc1 (stereo unspecified) | 3%
CCOc1ccc(Oc2nc(NCC(C)C)nc(N3CCOCC3)n2)nn1 | 5%
C[C@H]1CN([C@@H](C)CO)C(=O)c2cc(-c3ccccc3F)cnc2O[C@H]1CN(C)C(=O)C1CCOCC1 | -14%
COc1ccc(OCC(=O)NCC(c2ccc(OC)cc2)N2CCCCC2)cc1 (stereo unspecified) | -3%
CC(NC(=O)c1ccccc1Cl)C(=O)NCc1cccs1 (stereo unspecified) | -12%
COc1ccc(NC(=O)c2c(NC(=O)c3cccc(C)c3)sc3c2CCC3)cc1 | 4%
COc1ccc(-n2cc(-c3ccccc3)c3c(=O)[nH]cnc32)cc1 | -4%
COc1ccc2c(c1)c1ccc3c(c1n2C)C(=O)C=CC3=O | -4%
CCOC(=O)c1c(C)[nH]c(C)c1S(=O)(=O)N1CCC(C(=O)NCc2ccccc2Cl)CC1 | 1%
COc1cccc(C2N=C(c3ccccc3C)NO2)c1OC (stereo unspecified) | 6%
Cc1ccc(S(=O)(=O)N2C[C@@H](C)[C@]3(C2)[C@H](O)[C@H](OC(=O)Nc2c(C)noc2C)C[C@H]2C(=O)N(c4ccccc4)C(=O)[C@H]23)cc1 | 9%
CN1C(=O)c2ccccc2Sc2ccc(NC(=O)c3ccc(C(F)(F)F)cc3)cc21 | -6%
CC(=O)Nc1cccc(C(=O)OCC(=O)NNC(=O)c2cccs2)c1 | 10%
C=CCN1c2ccccc2Sc2cnccc21 | 7%
Cc1ccc(C)c(N2CCN(c3c(CN4CCCC4)c(=O)oc4ccccc34)CC2)c1 | 2%
COc1ccc(N2C(=O)C(CC(=O)Nc3ccc(F)cc3)N(CCC3=CCCCC3)C2=O)cc1 (stereo unspecified) | 1%
COc1ccccc1-c1noc(CCCC(=O)Nc2cccc(C(F)(F)F)c2)n1 | -16%
CCOc1ccc(NC(=O)CN(C)C(=O)c2cc(-c3ccncc3)nc3ccccc23)cc1OCC | 2%
O=C(NCCNC(=O)c1ccc(Cl)cc1Cl)c1cnccn1 | -7%
CCOC(=O)c1ccccc1NC(=O)Cn1ccn2nc(-c3ccc(OCC)cc3)cc2c1=O | -2%
Cc1noc(C)c1S(=O)(=O)Nc1ccc2c(c1)C(=O)N([C@@H](C)CO)C[C@@H](C)[C@@H](CN(C)CC1CCCCC1)OCCCC[C@@H](C)O2 | 7%
O=C(CS(=O)(=O)c1cn(Cc2ccc(Cl)cc2)c2ccccc12)N1CCCC1 | 4%
CCOC(=O)N1CCN(C(=O)/C(=C/c2ccc(OC)c(OC)c2)NC(=O)c2ccccc2)CC1 | 1%
Cc1ccccc1NS(=O)(=O)c1ccc2c(c1)NC(=O)CCS2 | 9%
Cc1ccc(S(=O)(=O)CCC(=O)OCC(=O)Nc2cc(S(=O)(=O)N3CCOCC3)ccc2C)cc1 | 4%

Carrying on:
SMILES | aSyn tox rescue
Cc1cc(OCCCC(=O)NCCc2ccccn2)ccc1Cl | 2%
Cc1ccc(NC(=O)CN2C(=O)c3ccccc3S2(=O)=O)c(C)c1 | 10%
CCOC(=O)C1(CCOC)CCCCC1=O (stereo unspecified) | -1%
CCOc1ccc(NC(=O)CC2C(=O)N(c3ccccc3)C(=O)N2CCOC)cc1 (stereo unspecified) | -1%
COc1cccc(CNC(=O)c2nnn(CC(=O)Nc3cc(Cl)ccc3C)c2N)c1 | -6%
COc1ccc(S(=O)(=O)Nc2cc3c4c(c2)CCC(=O)N4CCC3)cc1 | -1%
CCc1ccc(NC(=O)c2ccc(F)c(S(=O)(=O)N3CCC(C)CC3)c2)cc1 | -6%
CCc1ccccc1NC(=O)CSc1ncc(S(=O)(=O)c2ccc(C(C)C)cc2)c(N)n1 | 1%
COc1cc(/C=C2\C(=N)N3N=C(N4CCOCC4)SC3=NC2=O)ccc1OC(=O)c1ccccc1 | -6%
CC(=O)c1ccc(S(=O)(=O)N2CCC3(CC2)CC(=O)c2ccccc2O3)cc1 | 0%
COCCCn1c(SCC(=O)NC(C)(C)C)nnc1-c1cccs1 | -43%[inhibitor]
Cc1cc(N/N=C\c2ccc(Br)cc2)nc(-n2nc(C)cc2C)n1 | -4%
COc1cc(NC(=O)c2ccc3oc(=O)c(S(=O)(=O)c4ccccc4)cc3c2)cc(OC)c1 | -12%
CCN1CCN(c2ccc(NC(=O)c3ccc4c(c3)OCCO4)cc2C)CC1 | 5%
COc1ccc(CC(=O)Nc2cc(S(=O)(=O)N3CCCCC3)ccc2OC(C)C)cc1OC | 2%
CCOc1ccc(C(=O)NCC(c2ccc3c(c2)OCO3)N2CCN(c3ccccc3F)CC2)cc1 (stereo unspecified) | -20%
Cc1ccc(S(=O)(=O)N(Cc2n[nH]c(=S)n2-c2ccccc2)c2ccccc2)cc1 | 4%
CC(C)CNC(=O)C(=O)Nc1c2c(nn1-c1ccccc1)CS(=O)(=O)C2 | -6%
COCCCn1c(SCC(=O)Nc2ccccc2OC)nc2c(sc3ccccc32)c1=O | -6%
C[C@H](CO)N1C[C@H](C)[C@H](CN(C)Cc2ccncc2)OCc2ccccc2-c2c(n(C)c3ccccc23)C1=O | -3%
COc1ccccc1CNC(=O)C1=C(C)C(=O)OC12CCC(C)CC2 (stereo unspecified) | 1%
Cc1ccc(Cl)cc1NC(=O)CCCN1C(=O)c2cccnc2C1=O | 0%
CC(C)(C)C(=O)Nc1ccc2nc(SCC(=O)N3CCc4ccccc43)sc2c1 | 3%
COc1cccc(NC(=S)NC(C)c2ccc(OC)c(OC)c2)c1 (stereo unspecified) | -6%
O=C(NCc1ccccc1Cl)C(=O)NCC(c1cccs1)S(=O)(=O)c1cccs1 (stereo unspecified) | 8%

2 entries from above, as comma-separated lines.
compound,aSyn tox rescue
COc1ccc(S(=O)(=O)Nc2cc3c4c(c2)CCC(=O)N4CCC3)cc1,-1%
CCOC(=O)c1ccccc1NC(=O)Cn1ccn2nc(-c3ccc(OCC)cc3)cc2c1=O,-2%

Additional records:
SMILES | aSyn tox rescue
COc1ccccc1N/C(=N/S(=O)(=O)c1ccc(C)cc1)c1ccccc1 | 8%
Cc1ccccc1Oc1ccc2c(c1)[C@@H]1C[C@H](N(C)C(=O)c3cccnc3)[C@H]([C@H](C)O)C(=O)N1CC2 | -2%
COc1ccccc1NC(=O)Cn1c(=O)n(Cc2ccccc2)c(=O)c2c3c(sc21)CN(C(C)=O)CC3 | -4%
CCOC(=O)C1CCN(C(c2cccc(F)c2)c2c(O)cc(C)n(Cc3ccco3)c2=O)CC1 (stereo unspecified) | -3%
Cn1c(N)c(C(=O)COC(=O)CCc2ccccc2)c(=O)n(C)c1=O | -1%
CCC(=O)N1CCc2cc(S(=O)(=O)CCC(=O)N3CCN(c4cccc(Cl)c4)CC3)ccc21 | 5%
COc1ccc(S(=O)(=O)NC(C)C(=O)NCc2ccco2)cc1OC (stereo unspecified) | -9%
COc1ccc(C(F)(F)F)cc1NC(=O)c1sc2nc(-c3cccs3)ccc2c1N | 2%
COc1cc(NC(=O)c2cc([N+](=O)[O-])ccc2Br)ccc1NC(=O)c1ccco1 | 13%
O=C(CCC(=O)N1CCN(c2cccc(Cl)c2)CC1)c1cccs1 | 10%
CCN1CCOC(=O)C1CC(=O)Nc1cc(C)cc(C)c1 (stereo unspecified) | -81%[inhibitor]
O=C(OCc1cc(=O)n2c3c(sc2n1)CCCC3)c1cccc(NC(=O)c2ccccc2F)c1 | 3%
CCN(CC)C(=O)Cn1c(=O)n(Cc2ccc(C(=O)NCCc3ccc(OC)c(OC)c3)cc2)c(=O)c2ccccc21 | 3%
CCOC(=O)C1=C(CS(=O)(=O)c2ccc(F)c(C)c2)NC(=O)NC1c1ccccc1OC (stereo unspecified) | -6%
CCc1ccccc1NC(=O)Cc1ccc(-n2c(C)nc3cccnc32)cc1 | -6%
Cc1cccc(C(=O)NC2(C(F)(F)F)N=C(c3ccccc3)N(Cc3ccccc3)C2=O)c1 (stereo unspecified) | -3%
COc1ccccc1NC(=O)CC1C(=O)Nc2ccccc2N1C(=O)c1ccccc1 (stereo unspecified) | -6%
O=[N+]([O-])c1ccc(N2CCN(Cc3ccccc3)CC2)nc1 | 7%
CCc1ccc(NC(=O)c2cc(S(=O)(=O)N3CCc4ccccc43)cn2C)cc1 | 8%
Nc1c(C(=O)Nc2cccc(F)c2)sc2nc(-c3cccs3)ccc12 | 4%
Cc1cc(C)cc(C(=O)n2nc(C)c(S(=O)(=O)N3CCOCC3)c2C)c1 | 12%
O=C(CSc1nc2c(c(=O)n1-c1ccc(Cl)cc1)SCC2)N1CCOCC1 | -3%
Cc1cc(C)cc(-n2c(SCC(=O)Nc3ccc4c(c3)OCCO4)nc3c([nH]c4ccccc43)c2=O)c1 | -3%
COc1ccc(OC)c(NC(=O)c2ccc(-c3nc(CSc4ccccc4)c(C)o3)cc2)c1 | -3%
Cc1ccc(C(=O)Nc2cccc(C(F)(F)F)c2)cc1NC(=O)c1nccnc1N | -2%
CCN(CC)CCN(Cc1cc2ccc(C)cc2[nH]c1=O)C(=S)Nc1ccccc1C(=O)OC | 11%
CCCS(=O)(=O)c1nc(S(=O)(=O)c2ccc(C)cc2)c(N(CC)CC)s1 | -17%
COc1ccc(NC(=O)C2CCN(S(=O)(=O)c3ccc4c(c3)CCCC(=O)N4)CC2)cc1Cl | 6%
Cn1ccnc1SCC(=O)NC1CCCC1 | 0%

19 structures from above, ordered by length of the SMILES, smallest number first.
SMILES | aSyn tox rescue
Cn1ccnc1SCC(=O)NC1CCCC1 | 0%
CCN1CCOC(=O)C1CC(=O)Nc1cc(C)cc(C)c1 (stereo unspecified) | -81%[inhibitor]
O=C(CCC(=O)N1CCN(c2cccc(Cl)c2)CC1)c1cccs1 | 10%
COc1ccc(S(=O)(=O)NC(C)C(=O)NCc2ccco2)cc1OC (stereo unspecified) | -9%
Nc1c(C(=O)Nc2cccc(F)c2)sc2nc(-c3cccs3)ccc12 | 4%
CCc1ccccc1NC(=O)Cc1ccc(-n2c(C)nc3cccnc32)cc1 | -6%
Cn1c(N)c(C(=O)COC(=O)CCc2ccccc2)c(=O)n(C)c1=O | -1%
COc1ccccc1N/C(=N/S(=O)(=O)c1ccc(C)cc1)c1ccccc1 | 8%
COc1ccccc1NC(=O)CC1C(=O)Nc2ccccc2N1C(=O)c1ccccc1 (stereo unspecified) | -6%
Cc1cc(C)cc(C(=O)n2nc(C)c(S(=O)(=O)N3CCOCC3)c2C)c1 | 12%
CCCS(=O)(=O)c1nc(S(=O)(=O)c2ccc(C)cc2)c(N(CC)CC)s1 | -17%
COc1cc(NC(=O)c2cc([N+](=O)[O-])ccc2Br)ccc1NC(=O)c1ccco1 | 13%
CCN(CC)CCN(Cc1cc2ccc(C)cc2[nH]c1=O)C(=S)Nc1ccccc1C(=O)OC | 11%
O=C(OCc1cc(=O)n2c3c(sc2n1)CCCC3)c1cccc(NC(=O)c2ccccc2F)c1 | 3%
CCOC(=O)C1CCN(C(c2cccc(F)c2)c2c(O)cc(C)n(Cc3ccco3)c2=O)CC1 (stereo unspecified) | -3%
CCC(=O)N1CCc2cc(S(=O)(=O)CCC(=O)N3CCN(c4cccc(Cl)c4)CC3)ccc21 | 5%
COc1ccccc1NC(=O)Cn1c(=O)n(Cc2ccccc2)c(=O)c2c3c(sc21)CN(C(C)=O)CC3 | -4%
CCN(CC)C(=O)Cn1c(=O)n(Cc2ccc(C(=O)NCCc3ccc(OC)c(OC)c3)cc2)c(=O)c2ccccc21 | 3%
Cc1ccccc1Oc1ccc2c(c1)[C@@H]1C[C@H](N(C)C(=O)c3cccnc3)[C@H]([C@H](C)O)C(=O)N1CC2 | -2%

Screens (PubChem)

A portion of the library; count on the stated rates, not on these rows.
